# High-throughput results: PubChem BioAssay, several laboratories
# p-CIP stab down: compounds decreasing mouse p/CIP protein stability; Q05BA5; F442A p/CIP-EGFP cells, EGFP fluorescence, 16 h; decrease of EGFP signal, % at 10 µM; 0.01% of 290,000 active;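 active means EGFP signal decrease of at least 30% at 10 µM or well 3 SD below plate mean, unless failing retest; inactive means the rest, including hits failing retest or dose response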; further: some compounds called inactive have numbers as strong as hits; many of its hits are not listed in these tables
# Target sequence (Q05BA5 1-1403): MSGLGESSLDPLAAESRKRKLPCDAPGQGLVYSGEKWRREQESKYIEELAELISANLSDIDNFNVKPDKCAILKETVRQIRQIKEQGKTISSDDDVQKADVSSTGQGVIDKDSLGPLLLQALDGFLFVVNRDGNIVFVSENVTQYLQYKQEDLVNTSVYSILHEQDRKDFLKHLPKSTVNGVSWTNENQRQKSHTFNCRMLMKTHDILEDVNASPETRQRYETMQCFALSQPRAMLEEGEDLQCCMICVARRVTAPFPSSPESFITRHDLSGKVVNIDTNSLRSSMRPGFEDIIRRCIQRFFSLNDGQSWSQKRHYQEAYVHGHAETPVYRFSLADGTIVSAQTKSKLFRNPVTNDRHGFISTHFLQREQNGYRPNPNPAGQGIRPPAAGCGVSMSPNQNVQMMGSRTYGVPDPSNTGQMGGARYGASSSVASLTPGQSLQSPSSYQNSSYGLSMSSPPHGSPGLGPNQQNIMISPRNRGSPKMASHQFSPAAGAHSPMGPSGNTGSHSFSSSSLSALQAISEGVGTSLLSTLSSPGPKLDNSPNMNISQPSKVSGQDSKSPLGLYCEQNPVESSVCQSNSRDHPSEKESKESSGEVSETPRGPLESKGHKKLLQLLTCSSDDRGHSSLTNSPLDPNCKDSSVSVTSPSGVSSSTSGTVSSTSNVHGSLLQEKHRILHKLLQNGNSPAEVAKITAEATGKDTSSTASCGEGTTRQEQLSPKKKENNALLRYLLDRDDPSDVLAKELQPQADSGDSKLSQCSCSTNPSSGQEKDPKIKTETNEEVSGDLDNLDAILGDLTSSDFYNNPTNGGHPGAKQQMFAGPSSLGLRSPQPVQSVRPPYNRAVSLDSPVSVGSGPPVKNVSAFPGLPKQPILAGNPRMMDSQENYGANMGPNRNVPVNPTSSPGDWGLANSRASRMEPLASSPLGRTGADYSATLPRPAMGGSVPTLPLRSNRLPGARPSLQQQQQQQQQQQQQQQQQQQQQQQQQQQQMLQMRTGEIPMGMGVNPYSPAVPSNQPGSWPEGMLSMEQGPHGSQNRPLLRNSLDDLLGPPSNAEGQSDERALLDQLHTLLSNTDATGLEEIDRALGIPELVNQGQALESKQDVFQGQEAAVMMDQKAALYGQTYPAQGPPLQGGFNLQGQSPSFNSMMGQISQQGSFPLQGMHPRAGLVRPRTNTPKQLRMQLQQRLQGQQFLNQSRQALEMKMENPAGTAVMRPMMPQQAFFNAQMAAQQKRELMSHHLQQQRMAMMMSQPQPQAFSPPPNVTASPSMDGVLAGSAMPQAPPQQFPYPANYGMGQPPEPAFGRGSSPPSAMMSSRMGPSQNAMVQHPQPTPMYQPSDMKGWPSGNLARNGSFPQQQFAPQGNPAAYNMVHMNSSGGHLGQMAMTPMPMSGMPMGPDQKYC
# PfM18AAP inh: blocks P. falciparum M18 aspartyl aminopeptidase; recombinant PfM18AAP, H-Glu-NHMec fluorogenic cleavage; inhibition, % at 7.35 µM; 1.2% of 290,000 active; AID 1822;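 active means inhibition above the campaign mean inhibition over all tested compounds plus 3 SD, cut at about 28% in these data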;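 further: 0% = plate median of test compound wells and 100% = 2 mM ZnCl2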
# MEKK2wt PB1 HTS: raises or lowers MEK5 binding to wildtype human MEKK2 PB1 domain; Q9Y2U5; bead flow cytometry, Alexa488-MEK5 binding to MEKK2 WT; actives lie on both sides; binding response (% of control), % at 10 µM; 1.1% of 290,000 active; AID 1531; in the data active means binding response below about 67% or above about 130%
# NALP1 yeast inh: NALP1 inhibition | S. cerevisiae NALP1/ASC/caspase-1 growth, X-gal OD620, 72 h | AID 2071 | 0.61% of 280,000 active | inhibition, % at 10 µM; in the data active means inhibition mostly above about 24%, no sharp cut-off; inactive means mostly below about 32%; further: some compounds called inactive have numbers as strong as hits
# MEKK2mut PB1 HTS: signal of MEK5 binding to mutant human MEKK2 PB1 domain. percent response, % at 10 µM. 0.35% of 290,000 active. bead flow cytometry, Alexa488-MEK5 binding to MEKK2 mutant. AID 1530; in the data active means percent response above about 24%, passing the limit was not always enough; further: inactives centre near 1; some results filed as inactive read as strong as hits; reference of the scale not given here
# MEKK3 PB1 HTS: modulators (inhibitors or enhancers) of MEK5 binding to human MEKK3 PB1 domain; Q99759; bead-based flow cytometry, Alexa488-MEK5 binding to MEKK3; actives lie on both sides; 0 = blocked by unlabeled MEK5, 100 = vehicle; binding response (% of control), % at 10 µM; 1.4% of 290,000 active; AID 1529;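 active means binding response more than 3 SD above or below the average of its plate-row segment, actives on both sides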;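 further: Alexa488 bead fluorescence after subtracting the streptavidin-only scavenger bead signal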
# SUMO HTRF inh: inhibitors of human SUMOylation (UBC9). 0.36% of 290,000 active. inhibition, % at 35 µM. HTRF SUMOylation assay, SAE1/SAE2 + UBC9, in vitro. P63279; in the data active means inhibition above about 50%, passing the limit was not always enough; further: strong numbers were not always called active
# IDE inh: inhibitors of human insulin-degrading enzyme in cells. P14735. inhibition, % at 5.59 µM. 0.41% of 320,000 active. HEK cells, FAbetaB cleavage, fluorescence polarization. AID 434962;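 active means percent inhibition above the average of all tested compounds plus 3 SD, set per screening campaign, cut at about 16% in these data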;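 further: IDE supplied by intact live HEK cells; FP after avidin binding of uncleaved biotin substrate so inhibition keeps polarization high; 0% = DMSO wells and 100% = 60 µM reference IDE inhibitor Ii1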
# IDE act: activators of human insulin-degrading enzyme in cells; P14735; HEK cells, FAbeta-B cleavage, fluorescence polarization; 0% vehicle, 100% cell-free pure enzyme wells; activation, % at 5.96 µM; 0.073% of 340,000 active; AID 493087;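 active means activation above the mean of all tested compounds plus 3 SD, set per screening campaign, cut at about 17% in these data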
# An asterisk follows results filed as active; · = not tested or not shown.
entry	Structure	MEKK3 PB1 HTS	p-CIP stab down	NALP1 yeast inh	MEKK2mut PB1 HTS	IDE inh	SUMO HTRF inh	PfM18AAP inh	IDE act	MEKK2wt PB1 HTS
1	O=C(NCCNC(=O)c1cnccn1)c1cccc(Cl)c1	89	4	11	-12	-2	-1	-9	-1	86
2	COCCn1nnnc1C(CC(C)C)N1CCN(c2cccc(OC)c2)CC1 (stereo not given)	106	-6	16	11	·	6	-4	5	106
3	Cc1cc([N+](=O)[O-])nn1CCC(=O)NC1CCCCCC1	94	13	10	-2	6	3	0	-2	97
4	N#Cc1nc(-c2cccc(Cl)c2)oc1N1CCC(C(N)=O)CC1	113	-9	3	15	2	20	-15	-1	113
5	CCCC1CC(CCc2ccccc2)OS(=O)(=O)N1 (stereo not given)	104	-4	15	-4	0	0	-9	3	101
6	Cc1ccc(C(=O)O)cc1NCc1ccncc1	92	-1	18	-1	-1	14	-12	6	96
7	COc1cccc(C(C)NC(=O)C2CCCC2)c1 (stereo not given)	99	-1	7	-4	3	2	1	-1	97
8	Cc1ccc(-c2nc(CS(=O)(=O)CC(=O)NC3CCC(C)CC3)c(C)o2)cc1 (stereo not given)	99	-2	26	-2	3	-3	2	5	96
9	CCN1C(=O)/C(=C/C=C2/Sc3ccccc3N2CCO)SC1=S	74	-58	-7	-7	20*	14	7	-17	71
10	COc1ccccc1-c1coc2c(CN3CCN(C)CC3)c(O)ccc2c1=O	102	-1	18	1	0	45	-14	3	104
11	CCOc1ccc(CNc2nnnn2C)cc1OC	99	0	2	12	7	-8	-5	-1	103
12	O=C(Nc1ccc(S(=O)(=O)N2CCOCC2)cc1)c1cccnc1	96	5	4	7	6	6	-2	-6	100
13	COc1cccc(NC(=O)Cc2nc(-c3ccccc3)sc2-c2ccc(C)cc2)c1	102	3	18	2	9	-19	4	-4	107
14	Cc1cc(OCC(=O)NC(Cc2c[nH]c3ccc(O)cc23)C(=O)O)c2c(C)c(C)c(=O)oc2c1 (stereo not given)	99	-2	17	4	-1	24	-9	6	105
15	COc1ccc(NC(=O)CSc2nccn2Cc2ccc(F)cc2)c(OC)c1	96	2	-32	0	-2	2	1	0	99

# Filtered by structure, those above with a halogen
entry	Structure	MEKK3 PB1 HTS	p-CIP stab down	NALP1 yeast inh	MEKK2mut PB1 HTS	IDE inh	SUMO HTRF inh	PfM18AAP inh	IDE act	MEKK2wt PB1 HTS
1	O=C(NCCNC(=O)c1cnccn1)c1cccc(Cl)c1	89	4	11	-12	-2	-1	-9	-1	86
4	N#Cc1nc(-c2cccc(Cl)c2)oc1N1CCC(C(N)=O)CC1	113	-9	3	15	2	20	-15	-1	113
15	COc1ccc(NC(=O)CSc2nccn2Cc2ccc(F)cc2)c(OC)c1	96	2	-32	0	-2	2	1	0	99

# Continued.
entry	Structure	MEKK3 PB1 HTS	p-CIP stab down	NALP1 yeast inh	MEKK2mut PB1 HTS	IDE inh	SUMO HTRF inh	PfM18AAP inh	IDE act	MEKK2wt PB1 HTS
16	Cc1nc(CSc2nnc3scc(-c4ccccc4)n23)cs1	101	-6	8	1	0	26	-2	6	105
17	CCOC(=O)c1ccc(NC(=O)CSc2nc(SC)ns2)cc1	109	-6	13	14	2	-2	4	2	108
18	CC(C)CNC(=O)C(=O)NCc1ccccn1	97	10	4	-5	0	-13	-1	1	96
19	COc1ccc(OC)c(C(=O)C2COC(=O)C2)c1 (stereo not given)	105	-8	13	2	-5	4	-8	6	103
20	COCCOC(=O)C1=C(C)N=C2SCCC(=O)N2C1c1cccc(Br)c1 (stereo not given)	96	-7	2	-7	2	16	0	4	90
21	Oc1cc2c(cc1O)C(c1ccccc1)CNCC2 (stereo not given)	120	·	·	8	4	·	·	-7	122
22	CN(C)c1cccc(NC(=O)NC2(C)CCS(=O)(=O)C2)c1 (stereo not given)	104	5	18	3	·	4	1	-1	106
23	CC(=O)SC(C)CC(=O)Nc1ccccc1 (stereo not given)	97	9	26	0	1	-22	-9	-3	97
24	Cc1ccc(C(=O)Nc2ccc(Br)cc2)cc1S(=O)(=O)Nc1ccccn1	102	-2	16	7	2	-2	-2	-3	103
25	COC(=O)Oc1ccc(/C=N/NC(=O)CSCc2ccc(Cl)cc2)cc1OC	92	-2	-5	-2	0	16	-2	-4	97
26	COCCCn1c(=O)/c(=C\c2cccc(OC)c2OC)s/c1=C(/C#N)C(=O)Nc1ccc(C(=O)O)cc1	107	-26	·	10	-3	14	5	-6	105
27	O=S(=O)(NCC1CCCO1)c1ccc(Cl)nc1 (stereo not given)	100	-4	23	1	-3	6	-10	8	97
28	Cc1cc(NC(=O)c2ccc([N+](=O)[O-])cc2)n(CCC#N)n1	104	-10	12	13	0	11	1	1	104
29	COc1ccc2c(c1OC)C(=O)N1C2SC[C@H]1C(=O)NC1CC(C)(C)NC(C)(C)C1 (stereo not given in full)	91	-2	24	9	·	6	-1	1	100
30	OCCN=C1CCCc2c1[nH]c1ccc(Cl)cc21	99	8	-1	-9	1	28	2	1	98

# Some of the entries above in a different format.
# Fields: MEKK3 PB1 HTS, p-CIP stab down, NALP1 yeast inh, MEKK2mut PB1 HTS, IDE inh, SUMO HTRF inh, PfM18AAP inh, IDE act, MEKK2wt PB1 HTS
[23] CC(=O)SC(C)CC(=O)Nc1ccccc1 (stereo not given)
 : 97, 9, 26, 0, 1, -22, -9, -3, 97
[24] Cc1ccc(C(=O)Nc2ccc(Br)cc2)cc1S(=O)(=O)Nc1ccccn1
 : 102, -2, 16, 7, 2, -2, -2, -3, 103

# Next entries follow:
entry	Structure	MEKK3 PB1 HTS	p-CIP stab down	NALP1 yeast inh	MEKK2mut PB1 HTS	IDE inh	SUMO HTRF inh	PfM18AAP inh	IDE act	MEKK2wt PB1 HTS
31	CC(CN1CCCCC1)OC(=O)c1ccc(Cl)cc1 (stereo not given)	101	-11	14	4	-1	23	6	0	102
32	CC(=O)Nc1nnc(SCC(=O)NC2CCCC2)s1	103	-6	22	-4	3	6	-10	-3	98
33	COc1cc(C(=O)NCCC(=O)NCCCN2CCCCC2)cc(OC)c1OC	106	-8	12	4	7	22	-5	-2	110
34	O=C(/C=C\c1ccc2c(c1)OCO2)CC1(O)C(=O)Nc2ccccc21 (stereo not given)	101	-16	·	4	0	31	-2	0	97
35	O=C(O)c1c(C(=O)O)c(-c2ccc(Cl)c(Cl)c2)n2c1CSC2	96	1	3	-2	-4	-3	7	0	97
36	Cc1cccc(NC(=O)CCn2c(=O)oc3ccccc32)c1	97	-19	24	-6	-7	3	10	4	90
37	Nc1ccccc1N1CCN(C(=O)c2ccccc2)CC1	105	-23	-36	4	2	25	10	-4	103
38	CC(=O)c1ccc(NC(=O)Cc2cccs2)cc1	107	-6	15	4	4	7	-3	5	108
39	O=c1cc(O)n(-c2ccc(F)cc2)c(=S)[nH]1	100	-10	11	-1	2	28	6	4	102
40	CC(C)NC(=O)CCCc1ccccc1	94	-3	19	-5	-3	12	-2	5	92
41	CCOc1ccccc1C(=O)NCCCN1CCN(CCCNC(=O)c2ccccc2OCC)CC1	99	-4	17	3	2	18	0	5	106
42	Nc1ccccc1-n1cccc1	98	-3	-4	1	-5	16	1	·	98
43	COc1ccc(C(C)=O)cc1CSc1nnc(Nc2ccc(C)cc2)s1	114	8	24	3	4	-7	-7	0	106
44	COc1cc(OC)cc(-c2cc3nc(C)cc(N4CCN(C(=O)c5ccco5)CC4)n3n2)c1	·	-5	-7	·	4	30	1	·	·
45	COc1ccc(/C(C)=N/N=C2/NC(=O)CC(C(=O)O)S2)cc1F (stereo not given)	100	-16	·	-5	-3	12	-1	9	101

# In the list so far, three have a cyano group.
entry	Structure	MEKK3 PB1 HTS	p-CIP stab down	NALP1 yeast inh	MEKK2mut PB1 HTS	IDE inh	SUMO HTRF inh	PfM18AAP inh	IDE act	MEKK2wt PB1 HTS
4	N#Cc1nc(-c2cccc(Cl)c2)oc1N1CCC(C(N)=O)CC1	113	-9	3	15	2	20	-15	-1	113
26	COCCCn1c(=O)/c(=C\c2cccc(OC)c2OC)s/c1=C(/C#N)C(=O)Nc1ccc(C(=O)O)cc1	107	-26	·	10	-3	14	5	-6	105
28	Cc1cc(NC(=O)c2ccc([N+](=O)[O-])cc2)n(CCC#N)n1	104	-10	12	13	0	11	1	1	104

# Next structures follow:
entry	Structure	MEKK3 PB1 HTS	p-CIP stab down	NALP1 yeast inh	MEKK2mut PB1 HTS	IDE inh	SUMO HTRF inh	PfM18AAP inh	IDE act	MEKK2wt PB1 HTS
46	Clc1ccc(-n2nnnc2-c2cnc(-c3ccncc3)nc2-c2cccs2)cc1	111	4	7	-2	-2	-50	-6	-2	107
47	CCc1c(C)c(C#N)c2nc3ccccc3n2c1NCC1CCCO1 (stereo not given)	100	1	6	2	2	12	1	2	99
48	O=S(=O)(Nc1ccc2c(c1)OCCO2)c1cccc2cccnc12	·	2	-14	·	-5	-5	4	-2	·
49	Cc1ccc(CN(C)Cc2cc(=O)oc3cc(C)c(Cl)cc23)cc1	109	-11	12	6	0	10	-4	8	104
50	O=C(Nc1cccnc1)c1sc(Nc2ccccc2)nc1-c1ccccc1	98	-4	43	-2	5	2	4	-4	95
51	CC(C)=CCN1CCN(Cc2cnc(N3CCCC3)s2)CC1CCO (stereo not given)	104	0	6	-8	3	11	-2	-4	91
52	CCOc1cc(/C=C(\C#N)C(=O)Nc2cccc(C(=O)O)c2)ccc1OCc1ccc(Br)cc1	95	0	-35	-2	0	62*	10	2	94
53	O=C(Nc1ccc2ccccc2c1)c1cnccn1	101	8	4	4	2	-2	-6	3	103
54	CCOc1ccccc1NC(=O)c1cccc(NC(=O)C2CCCC2)c1	108	-2	16	8	-3	8	-8	-3	106
55	O=C(NCc1ccc(Cl)cc1)C1CCCO1 (stereo not given)	103	2	0	1	4	19	-9	4	99
56	C1=CCC(/C=N/n2cnnc2)CC1 (stereo not given)	104	-14	1	3	-2	0	6	4	106
57	Cc1ccc(NC(=O)c2cnn(-c3ccccc3)c2C)cc1	106	-6	4	2	6	5	-3	-1	111
58	Cc1ccc(CN2CCN(Cc3ccc(OCCO)cc3)CC2CCO)o1 (stereo not given)	102	-13	-3	6	-1	6	1	-1	103
59	CN(CCc1ccccn1)C(=O)CCC1CCCN(C(=O)c2n[nH]c3c2CCCC3)C1 (stereo not given)	101	-4	-3	4	1	1	-5	5	101
60	Cc1cc(N(C)/N=C/c2ccccc2)nc(-c2ccccc2O)n1	88	-15	-1	-14	-2	30	-8	3	89
61	N#CCSc1ncnc2ccccc12	103	5	31	1	-4	0	-21	2	98
62	O=C(O)c1ccc(NC(=O)c2cc3ccccc3o2)cc1	101	-1	3	6	3	12	-4	2	108
63	Nc1ncnc2c1ncn2[C@@H]1O[C@H](COP(=O)(O)O)[C@@H](O)[C@H]1O	102	-2	11	5	8	62*	2	2	113
64	Clc1ccccc1N/N=C/c1ccc2c(c1)OCO2	83	8	22	-8	-1	-4	6	4	91
65	O=C(c1cccc(F)c1)N1CCN(Cc2ccc3c(c2)OCO3)CC1	99	-14	18	5	2	8	-11	10	97
66	CN(Cc1ccccc1)C(=O)c1cccc(N2C(=O)NC3CC2(C)Oc2ccccc23)c1 (stereo not given)	110	1	-6	2	5	19	3	0	100
67	O=C(CCCC(=O)Nc1ccccc1Br)N/N=C/c1c(F)cccc1Cl	101	1	2	6	-3	4	-2	3	104
68	Cc1cc(SCC(=O)NCCC2=CCCCC2)nc2ccccc12	91	-10	28	-1	8	9	8	7	89
69	C/C(=N\Nc1ccc(Cl)c(C(=O)O)c1)c1ccc(Br)s1	102	-4	4	4	-5	10	1	1	106
70	COc1ccc(C(=O)COc2ccccc2C(N)=O)cc1	102	-9	4	-2	1	20	1	-1	100
71	COc1ccc(Br)cc1C(=O)Nc1cccc(C)c1	107	-6	6	6	11	7	2	4	106

# This is a subset; rates above refer to the full screens.
